ASAP1 inh = ASAP1 ArfGAP inhibition | inhibition, % at 16.5 µM | Q9ULH1 | ASAP1-stimulated ARF1 GTP hydrolysis, GDP FP detection | hit rate 0.19% among 360,000; in the data active = inhibition above about 25%;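 also: 0% = vehicle with enzyme and substrate and 100% = no enzyme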
PLCg1 inh = PLC-gamma1 (human) inhibition, primary screen; P19174; purified PLC-gamma1, fluorogenic substrate, fluorescence; inhibition, % at 12.2 µM; hit rate 0.84% among 370,000; AID 720700; in the data active = inhibition above about 9.5%
ADAM17 inh = ADAM17 inhibition, QFRET primary screen; P78536; AID 720648; recombinant ADAM17, EDANS/DABCYL FRET peptide cleavage; hit rate 0.83% among 370,000; inhibition, % at 6.95 µM;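 active = inhibition above the mean of compounds lying between control limits plus 3 SD, set per campaign, cut at about 8.5% in these data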;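 also: 0% = DMSO-only wells as the low control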
PLCb3 inh = blocks human PLC-beta3 enzyme activity; Purified PLC-beta3, fluorogenic substrate, fluorescence; inhibition, % at 12.2 µM; hit rate 0.18% among 370,000; Q01970; AID 720704; in the data active = inhibition above about 11%;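 also: 0% = median of compound wells on plate and 100% = full blocker control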
Target sequence (Q01970 whole entry, looked up): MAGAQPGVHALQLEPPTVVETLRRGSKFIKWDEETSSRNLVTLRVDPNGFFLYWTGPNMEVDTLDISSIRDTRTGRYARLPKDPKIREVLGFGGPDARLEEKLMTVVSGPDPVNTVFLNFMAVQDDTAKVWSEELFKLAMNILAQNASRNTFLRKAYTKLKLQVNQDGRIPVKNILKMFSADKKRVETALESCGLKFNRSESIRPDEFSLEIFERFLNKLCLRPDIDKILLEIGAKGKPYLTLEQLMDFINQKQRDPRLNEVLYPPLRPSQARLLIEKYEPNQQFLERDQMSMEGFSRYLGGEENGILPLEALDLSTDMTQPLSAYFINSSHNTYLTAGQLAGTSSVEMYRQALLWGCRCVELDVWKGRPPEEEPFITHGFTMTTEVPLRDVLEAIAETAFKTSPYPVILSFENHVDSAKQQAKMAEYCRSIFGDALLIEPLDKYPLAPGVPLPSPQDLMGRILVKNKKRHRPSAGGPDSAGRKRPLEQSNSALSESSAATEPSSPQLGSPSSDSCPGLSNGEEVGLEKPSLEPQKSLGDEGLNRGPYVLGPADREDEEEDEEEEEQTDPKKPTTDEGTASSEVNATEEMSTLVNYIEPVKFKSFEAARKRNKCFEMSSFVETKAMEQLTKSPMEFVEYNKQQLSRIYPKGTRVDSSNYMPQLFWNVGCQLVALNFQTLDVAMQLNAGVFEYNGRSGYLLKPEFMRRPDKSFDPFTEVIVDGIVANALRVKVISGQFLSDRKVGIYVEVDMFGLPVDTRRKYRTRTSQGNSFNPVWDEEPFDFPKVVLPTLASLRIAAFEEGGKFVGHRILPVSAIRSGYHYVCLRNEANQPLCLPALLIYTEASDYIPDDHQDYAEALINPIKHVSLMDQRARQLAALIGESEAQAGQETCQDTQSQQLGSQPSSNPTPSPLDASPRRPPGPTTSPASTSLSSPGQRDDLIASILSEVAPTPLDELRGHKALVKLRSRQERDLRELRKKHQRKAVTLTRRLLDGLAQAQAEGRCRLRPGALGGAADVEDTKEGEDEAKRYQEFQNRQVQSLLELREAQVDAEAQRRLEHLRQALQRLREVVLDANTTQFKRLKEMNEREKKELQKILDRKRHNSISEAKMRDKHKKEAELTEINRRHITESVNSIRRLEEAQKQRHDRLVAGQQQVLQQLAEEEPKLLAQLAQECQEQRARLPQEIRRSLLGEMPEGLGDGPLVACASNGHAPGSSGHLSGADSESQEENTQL
Tn6 DDE FP = disrupts Tn6 cyclic peptide binding to fibrin D-Dimer-E complex. Fibrin DD(E) TRITC-Tn6 fluorescence polarization displacement. P02675. AID 720509. hit rate 0.21% among 370,000. inhibition, % at 8.3 µM;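 active = inhibition above a per-campaign cutoff: mean of compounds within control limits plus 3 SD, cut at about 15% in these data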;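 also: 0% = median of all compound wells on the plate and 100% = blocking peptide control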
UHRF1 MBD2 ctr = UHRF1 methyl-DNA binding inhibition; UHRF1 binding to methylated oligo, TR-FRET; Q96T88; hit rate 0.75% among 370,000; inhibition, % at 4.4 µM; AID 687016; in the data active = inhibition above about 21%;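 also: UHRF1 SRA domain binding a hemimethylated CpG hairpin DNA probe; 0% = median of test compound wells and 100% = reference inhibitor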
proKLK7 act = activators of human kallikrein-7 zymogen; P49862; purified proKLK7, EDANS-DABCYL substrate fluorescence; 100% is mature enzyme control, 0% vehicle; activation, % at 7 µM; hit rate 0.9% among 370,000;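 active = activation above the mean of all tested compounds plus 3 SD, computed per campaign excluding outliers beyond control limits, cut at about 13% in these data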
MBD2 DNA inh = blocks human MBD2 binding to methylated DNA | TR-FRET, MBD2 binding to methylated oligonucleotide | inhibition, % at 4.4 µM | hit rate 0.31% among 370,000 | AID 686964; in the data active = inhibition above about 13%
Tn7 DDE FP = disrupts Tn7 cyclic peptide binding to fibrin D-Dimer-E complex; FP displacement of FITC-Tn7 peptide from fibrin DD(E); 0% = median of compound wells per plate; inhibition, % at 8.3 µM; hit rate 0.13% among 370,000;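 active = inhibition above the mean of compounds falling within the control limits plus 3 SD of them, cut at about 14% in these data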;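 also: 0% = plate median of compound wells and 100% = 10 µM Aha-Tn7 peptide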
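Assay system: Human clot-derived fibrin DD(E) complex | Buffer or medium: Tris/NaCl/CaCl2 buffer, pH 7.8 | Repeats: One replicate per compound | Benchmarks: Aha-Tn7 high control | Measure: % inhibition scaled between sample-field median and high-control FP | Schedule: 10 min plus 3 h, room temperature | Signal: Fluorescence polarization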
ARFGAP1 inh = inhibits rat ARF GTPase activating protein 1. Q62848. Arfgap1-stimulated ARF1 GTP hydrolysis, GDP FP detection. inhibition, % at 16.5 µM. hit rate 0.26% among 360,000;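 active = inhibition above a per-plate limit, mean inhibition of low control wells plus 3 SD, cut at about 25% in these data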;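 also: 0% = DMSO wells with enzyme and 100% = wells lacking Arfgap1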
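system = rat Arfgap1 catalytic domain, aa 1-136 | technique = FP, GDP Alexa 633 tracer displaced from anti-GDP antibody, 620/688 nm | compound = one concentration, 16.5 µM, DMSO 1.26% | medium = HEPES-based buffer, pH 7.5 | timing = compound-enzyme preincubation 20 min, reaction 120 min, detection 60 min, 25 °C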
* marks the source's active call; other numbers are inactive results; i = inactive; / = no result given.

PLCb3 inh	MBD2 DNA inh	PLCg1 inh	proKLK7 act	ADAM17 inh	ARFGAP1 inh	ASAP1 inh	UHRF1 MBD2 ctr	Tn7 DDE FP	Tn6 DDE FP	mol
2	-2	4	-0.1	0	1	-6	0	-2	2	CCOC(=O)N1CCC(N(CCCOC)C(=O)Nc2ccc(CC)cc2)CC1
3	-3	0	0.3	-2	2	-14	-1	10	-2	COc1cc(C)c(Br)cc1S(=O)(=O)NCc1ccccc1
-2	1	-2	-0.3	3	2	5	-2	-6	3	Cn1c(=O)n(C/C=C/c2ccccc2)c(=O)c2c1nc1n2CCCN1Cc1ccccc1
0	1	2	-0.4	2	-5	-5	1	-1	-10	O=C(Cn1nnc(-c2ccccc2)n1)NNC(=O)c1ccc(Br)cc1
1	4	0	0.4	-5	5	5	1	6	11	CC(=O)Nc1ccc(N2C(=O)CSC2c2ccc(F)cc2)cc1 (stereo unspecified)
-4	0	-1	0.7	-5	-5	-2	0	-8	1	O=C(NNc1ncnc2c1cnn2-c1ccccc1)c1ccco1
-7	3	2	0.5	-7	7	-1	-3	3	6	C=CCn1c(=S)sc2c(=O)[nH]cnc21
2	-1	3	0.8	2	-14	-5	-1	3	2	CN1CCCC(OC(=O)COc2ccccc2)C1 (stereo unspecified)
4	3	2	-0.1	3	16	21	-3	-5	6	O=C(COC(=O)c1n[nH]c2ccccc12)Nc1ccc([N+](=O)[O-])cc1
-2	4	4	0.7	-1	8	23	3	-6	5	CC(C)NC(=O)NC(=O)CSc1ccc(S(=O)(=O)N2CCOCC2)cn1
-2	6	0	0.8	-6	4	1	0	-6	0	O=C(NCc1ccncc1)c1c(F)c(F)c(F)c(F)c1F
-2	-3	-2	0.1	-3	-2	-10	3	-2	-2	Fc1cnc(N2CCOCC2)nc1N1CCOCC1
4	-1	4	0.0	-1	7	1	-2	1	-1	CSc1ccc(CN2CCC2(C)C(=O)NCc2cccs2)cc1 (stereo unspecified)
0	-3	4	-0.8	1	7	8	1	-6	3	Cc1ccc(NC(=O)C23CCC(C)(C(=O)[C@H]2Br)C3(C)C)cc1 (stereo partly specified)
1	-2	4	0.4	3	4	11	3	-10	-1	COC(=O)[C@]12C[C@H](CC(=O)NCc3ccc(C)o3)C(=O)N(Cc3ccc4c(c3)OCO4)C1=C[C@H](COCc1ccccc1)O[C@@H]2C
-23	-2	-14	-0.3	-4	-5	4	-1	0	0	Cc1ccc2nc(NC3=NC4(CCCC4)C4=C(CCCC4=O)N3)oc2c1
0	2	2	-0.7	-1	-2	3	2	3	11	CCn1c(SCCC(=O)Nc2ccccc2)nnc1-c1ccc(OC)cc1
-9	-5	-8	-0.4	-1	13	6	-1	-3	-3	Cc1cccc2sc(NC(=O)C3=NN(c4ccccc4)C(=O)CC3)nc12
-7	5	6	0.8	2	-10	-3	4	-5	-5	CSc1ccccc1C(=O)N1CCN(S(=O)(=O)c2sc(C(=O)O)c(C)c2C(=O)O)CC1
3	1	0	-0.1	0	4	2	-2	-3	4	Cc1nnc(SCC(=O)Nc2c(C)n(C)n(-c3ccccc3)c2=O)n1Cc1ccccc1
2	-4	-3	-0.1	-1	-5	-1	0	2	4	CC(C)(C)NC(=O)NC(=O)COC(=O)CNS(=O)(=O)c1ccc(Br)cc1Cl
6	-1	1	-0.6	-3	8	15	1	-2	4	CC(C)Oc1ccc(C(=O)NCc2cccnc2)cc1
4	-3	8	0.1	-2	1	-4	5	3	-7	COc1ccc(CN2CCC(N3CC(C)OC(C)C3)CC2)c(OC)c1OC (stereo unspecified)
3	-2	1	-0.5	1	-9	4	3	-9	3	CC(C)(C)[C@H]1CCC(=O)N([C@H](CN=[N+]=[N-])Cc2ccccc2)CC1

Arranged by the number under Tn6 DDE FP (high to low): three from the list above.
PLCb3 inh	MBD2 DNA inh	PLCg1 inh	proKLK7 act	ADAM17 inh	ARFGAP1 inh	ASAP1 inh	UHRF1 MBD2 ctr	Tn7 DDE FP	Tn6 DDE FP	mol
0	2	2	-0.7	-1	-2	3	2	3	11	CCn1c(SCCC(=O)Nc2ccccc2)nnc1-c1ccc(OC)cc1
6	-1	1	-0.6	-3	8	15	1	-2	4	CC(C)Oc1ccc(C(=O)NCc2cccnc2)cc1
-7	5	6	0.8	2	-10	-3	4	-5	-5	CSc1ccccc1C(=O)N1CCN(S(=O)(=O)c2sc(C(=O)O)c(C)c2C(=O)O)CC1

More entries follow:
PLCb3 inh	MBD2 DNA inh	PLCg1 inh	proKLK7 act	ADAM17 inh	ARFGAP1 inh	ASAP1 inh	UHRF1 MBD2 ctr	Tn7 DDE FP	Tn6 DDE FP	mol
-5	2	2	-0.5	-2	-3	-1	1	-5	-9	CN(C)/C=C(\C#N)C(=O)Nc1ccc(F)c(Cl)c1
-6	5	0	1.0	-5	9	3	2	-2	4	NC(=O)C1CCN(S(=O)(=O)Cc2ccccc2Cl)CC1
-5	5	0	0.5	-4	13	-8	4	3	6	COc1ccc(C(=O)O/N=C(\N)c2ccccn2)cc1
-2	-6	8	-0.2	-2	-2	7	2	-7	3	Cc1ccc(-n2nc3c(c2NC(=O)c2ccc4c(c2)OCO4)CS(=O)(=O)C3)cc1C
-7	4	-3	-0.1	1	0	13	2	-2	-6	CCCCN(CC)S(=O)(=O)c1ccc(C(=O)Nc2nnc(CSC)o2)cc1
-8	4	2	-0.2	-2	-8	-2	1	-2	5	O=C(NCC1CCCO1)c1ccc(-c2cccc(C(F)(F)F)c2)o1 (stereo unspecified)
-4	5	1	-0.5	-3	-2	7	-1	0	0	Cc1ccc(S(=O)(=O)Cc2ccc([N+](=O)[O-])cc2)cc1
-192	-1	-141	0.5	-106	-3	-17	-1	2	-2	Cc1cn2nc(N)c3ccccc3c2n1
9	3	5	-0.5	3	-5	8	0	0	1	CCOc1ccc(C2C([N+](=O)[O-])=C(C)N(C)C(=O)N2C)cc1OC (stereo unspecified)
-10	-5	2	-0.7	-2	-9	-8	1	5	2	CCOc1ccc(N(Cc2ccc(C(=O)O)cc2)S(=O)(=O)c2ccc(C)cc2)cc1
-8	0	-2	-2.9	-14	-6	2	-5	3	-11	C/C(CC(=O)Nc1cc(C)ccn1)=N\NC(=O)C(=O)NC(C)C
1	2	0	0.3	0	13	-2	1	2	7	CCOC(=O)[C@]12CCCC=C1N(Cc1ccccc1)C(=O)[C@H](CC(=O)NCc1ccccc1)C2
-3	3	4	3.8	-3	13	-6	-2	1	-9	CCOc1cccc2sc(N(CCCN(C)C)C(=O)c3ccc(S(=O)(=O)N(C)Cc4ccccc4)cc3)nc12
-5	1	1	0.3	3	-6	-7	1	5	-3	NC(=O)CSc1nc2ccccc2c(=O)n1-c1ccccc1
2	-3	-1	0.7	-3	/	/	1	2	3	COC(=O)C1CN(Cc2cn(CCOC(C)=O)nn2)CCS(=O)(=O)N1Cc1ccc(C)cc1 (stereo unspecified)
2	-5	1	/	1	/	/	-2	-3	0	C[C@H]1[C@@H](OC(=O)Nc2ccc(C(F)(F)F)cc2)CC[C@@]23CCCN2C(=O)CCC[C@@H]13
0	-2	4	-0.5	-5	-1	4	-2	0	-7	COc1ccccc1N1CCN(C(=O)CSc2nnnn2C2CC2)CC1
-10	-1	-9	-0.4	-3	1	-1	3	-2	-3	CCOc1ccc(/C(O)=C2/C(=O)C(=O)N(c3ncccn3)C2c2ccccc2)cc1 (stereo unspecified)
-1	0	1	-0.5	-2	-2	10	-1	1	5	Fc1cc(Cl)ccc1NC1=NCCCCC1
-1	0	2	-0.2	1	-4	6	-2	5	0	Cc1cc(NC(=O)C2CC(=O)N(c3cccc(Cl)c3)C2)no1 (stereo unspecified)
-7	-2	-1	0.5	-3	9	20	1	5	14	Cc1nnc(NC(=O)CCN2C(=O)/C(=C\c3ccccc3)SC2=S)s1
2	1	5	0.5	1	4	5	-2	1	-9	COC(=O)c1ccc2c(=O)n(-c3ccccc3)c(SCN3C(=O)c4ccccc4C3=O)nc2c1
-10	1	-1	0.0	2	-4	6	2	-1	-3	COc1ccccc1N1CCN(C(=O)c2ccc(COc3cccc4c3OC(C)(C)C4)cc2)CC1
-1	3	6	-1.1	-2	6	-8	1	6	1	CSc1cnnc2ccccc12
-9	1	0	0.1	-10	1	-15	-2	1	-2	COc1ccccc1OCC(=O)Nc1cccc(S(=O)(=O)NC2=NCCCCC2)c1
-6	1	-2	0.5	-2	5	9	-2	0	-3	O=C(CSc1nc2ccccc2[nH]1)Nc1c(F)c(F)c(F)c(F)c1F
4	0	4	-0.2	2	-3	-3	0	-3	0	CN(CC(=O)Nn1cnnc1)S(=O)(=O)c1ccc(Br)cc1
0	2	4	0.0	2	4	-10	-1	-1	-3	COc1ccccc1CNC(=O)C1CCN(S(=O)(=O)c2ccc(-n3cnnn3)cc2)CC1
1	-4	0	0.1	1	-1	0	-1	1	-3	CN1CCCCC(NC(=O)c2ccccc2)C1=O (stereo unspecified)
-2	-2	0	0.6	3	-4	1	0	-8	1	Cc1cc(=O)oc(C)c1C(=O)NCc1ccccn1
i	-2	-440	21*	-450	5	0	-3	1	3	Cc1ccccc1-n1c2nc(=O)n(C)c(=O)c-2cc2ccccc21
-1	0	-1	-0.2	-4	-6	0	-1	7	-2	Cc1[nH]c2ccccc2c(=O)c1SC(F)(F)C(F)C(F)(F)F (stereo unspecified)
-6	-1	1	-0.1	2	9	-3	-2	-5	7	C=CCN(c1ccccc1Cl)S(=O)(=O)c1cc(C(=O)N2CCCC2)ccc1Cl

Bioassay records deposited in PubChem by The Scripps Research Institute Molecular Screening Center.
